Screens as filed in PubChem BioAssay.
CHT inh: inhibits the human high affinity choline transporter | AID 488975 | B-score at 10 µM | 310,000 compounds, 0.86% hits | CHT-expressing cells, membrane potential dye, choline response; stronger effect = lower value;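 active means B-score over 3 SD under the library average, and starting fluorescence ratio not unusually high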;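 further: choline stimulus applied at its EC90 after an EC20 pre-addition; B-score computed on integrated fluorescence ratio after choline addition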
Target sequence (Q9GZV3 whole entry, looked up): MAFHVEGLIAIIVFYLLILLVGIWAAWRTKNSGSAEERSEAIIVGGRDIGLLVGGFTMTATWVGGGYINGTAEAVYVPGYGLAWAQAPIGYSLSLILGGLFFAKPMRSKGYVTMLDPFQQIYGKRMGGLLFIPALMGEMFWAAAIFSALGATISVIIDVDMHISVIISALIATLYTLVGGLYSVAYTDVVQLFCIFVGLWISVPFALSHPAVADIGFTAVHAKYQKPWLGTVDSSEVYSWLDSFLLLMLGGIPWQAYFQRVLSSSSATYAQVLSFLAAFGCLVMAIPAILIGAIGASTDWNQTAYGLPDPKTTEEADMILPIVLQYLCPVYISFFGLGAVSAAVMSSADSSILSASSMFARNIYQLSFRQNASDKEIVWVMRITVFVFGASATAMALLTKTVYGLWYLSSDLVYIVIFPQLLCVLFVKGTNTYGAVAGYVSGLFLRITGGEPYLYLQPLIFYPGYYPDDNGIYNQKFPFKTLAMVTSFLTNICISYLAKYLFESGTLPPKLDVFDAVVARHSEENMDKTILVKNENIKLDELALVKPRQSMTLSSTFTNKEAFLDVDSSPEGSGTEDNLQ
Kir21 block: blocks the mouse Kir2.1 inward-rectifier potassium channel | P35561 | AID 1672 | HEK293-Kir2.1, FluxOR thallium flux fluorescence; stronger effect = lower value | B-score at 10 µM | 310,000 compounds, 0.85% hits;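 active means fluorescence ratio B-score at or below minus 3 SD of library scores, with starting-brightness B-score within 2 SD, cut at about -4.2 in these data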;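 further: channel flux triggered by added potassium and thallium sulfate stimulus; B-score of peak minus minimum fluorescence over baseline after thallium stimulus; more negative B-score means stronger Kir2.1 block with less thallium influx; some compounds called inactive have numbers as strong as hits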
Target sequence (P35561 whole entry, looked up): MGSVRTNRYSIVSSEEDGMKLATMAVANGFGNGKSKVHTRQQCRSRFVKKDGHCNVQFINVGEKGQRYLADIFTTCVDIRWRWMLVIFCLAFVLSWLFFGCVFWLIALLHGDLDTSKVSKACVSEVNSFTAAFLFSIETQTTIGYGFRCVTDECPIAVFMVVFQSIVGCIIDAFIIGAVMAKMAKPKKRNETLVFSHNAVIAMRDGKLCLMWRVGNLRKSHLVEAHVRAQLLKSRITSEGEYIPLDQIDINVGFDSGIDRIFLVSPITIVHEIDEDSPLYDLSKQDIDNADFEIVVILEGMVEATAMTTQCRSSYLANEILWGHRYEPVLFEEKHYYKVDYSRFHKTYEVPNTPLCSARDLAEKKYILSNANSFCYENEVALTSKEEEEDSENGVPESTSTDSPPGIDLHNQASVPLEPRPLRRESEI
* marks the source's active call; other numbers are inactive results; i = inactive; . = no result given. Hits appear at their usual frequency. Share with any hit: about 1.6%.

SMILES | CHT inh | Kir21 block
Cc1csc(NC(=O)Nc2ccc(Cl)cc2)n1 | i | -0.11
CC(C)CNC(=O)c1cccc(Cn2cc(Cl)cn2)c1 | i | 0.51
COc1cc(C(=O)NCc2ccco2)c(Br)c(OC)c1OC | i | 0.25
Cc1cc(=O)[nH]c(SCC(=O)Nc2ccc(Br)cc2)n1 | i | -0.5
CCCOc1ccc(-c2nc(N3CCN(CC)CC3)c3ccccc3n2)cc1 | i | 0.64
CCCCCCCC/C=C\CCCCCCCC(=O)NCCO | i | .
O=C(Nc1ccccc1)C1=C(c2ccccc2)S(=O)(=O)CCS1(=O)=O | . | -1.6
Cc1ccc(Cl)cc1N1CCN(C(=O)CN2C(=O)c3cccc4cccc2c34)CC1 | i | 0.59
Cn1c2c(c(=O)n1-c1ccccc1)CSCC2 | i | 0.51
CC(C)c1cc(C(F)(F)F)n2nc(C(=O)Nc3ccc4c(c3)OCO4)cc2n1 | i | -0.78
CC1CCCN(C(=S)SCC(=O)O)C1 (stereo not given) | i | 0.97
CCNC(=S)NNC(=O)CSc1nc2ccccc2n1C | i | 0.18
Cc1ccc(C(=O)OCC(=O)N(C)c2ccccc2)cc1C | i | 0.2
Cn1c(=O)n(-c2ccccc2)c(=O)c2c3c(sc21)COC(C)(C)C3 | i | 1
O=C1NC(=O)C(CC(=O)N(Cc2cccs2)C2(C(=O)NC3CCCC3)CCCCC2)N1 (stereo not given) | i | -0.4
COc1ccc(NS(=O)(=O)c2ccc(Oc3cccc(C(=O)O)c3)cc2)cc1 | i | 0.23
COC(=O)CCCNC(=O)c1ccccn1 | i | 0.24
O=C(Nc1ccc(Cl)cc1)Nc1nnc(/C=C/c2ccccc2)s1 | i | -0.97
CC(C)NC(=O)NC(=O)COC(=O)c1ccccc1O | i | -0.82
C#CC(CC)(CC)NC(=S)Nc1cccc(C(C)=O)c1 | i | 1.6
COc1ccc(NC(=O)CN(C)C(=O)/C=C/c2cn(-c3ccccc3)nc2-c2ccc(C)cc2)cc1 | i | 0.31
N#Cc1cccc(NC(=O)CC2CCCCC2)c1 | i | 0.89
CCn1ncc([N+](=O)[O-])c1C(=O)N1CCc2ccccc2C1 | i | -2.1
Cc1cccc(Oc2ccc(NC(=O)c3ccccc3C(=O)O)cc2)c1C | i | -0.48
COc1ccc(Br)cc1C(=O)Nc1ccc(Cc2ccncc2)cc1 | i | 1.1
COc1ccc(S(=O)(=O)N/N=C\c2ccc3c(c2)OCO3)c(OC)c1 | i | -0.02
O=S1(=O)[C@H]2C[C@@H]3C=C[C@@]2(CN1Cc1ccccc1F)O3 | i | 0
Cn1c(Cn2c(=O)sc3ccccc32)nnc1SCC(=O)Nc1cccc(Cl)c1 | i | .
COc1ccc(-c2cc3nc4c(c(N5CCC6(CC5)OCCO6)n3n2)CCC4)cc1 | i | -0.82
CCc1noc(C)c1C(=O)Nc1nc2ccc(S(C)(=O)=O)cc2s1 | i | 3.1

An excerpt from above in order of their number in Kir21 block, largest number first:
SMILES | CHT inh | Kir21 block
CCc1noc(C)c1C(=O)Nc1nc2ccc(S(C)(=O)=O)cc2s1 | i | 3.1
COc1ccc(NC(=O)CN(C)C(=O)/C=C/c2cn(-c3ccccc3)nc2-c2ccc(C)cc2)cc1 | i | 0.31
COc1ccc(NS(=O)(=O)c2ccc(Oc3cccc(C(=O)O)c3)cc2)cc1 | i | 0.23
O=S1(=O)[C@H]2C[C@@H]3C=C[C@@]2(CN1Cc1ccccc1F)O3 | i | 0
COc1ccc(S(=O)(=O)N/N=C\c2ccc3c(c2)OCO3)c(OC)c1 | i | -0.02
COc1ccc(-c2cc3nc4c(c(N5CCC6(CC5)OCCO6)n3n2)CCC4)cc1 | i | -0.82

New compounds follow:
SMILES | CHT inh | Kir21 block
COC(=O)Cc1[nH]nc2c1C1(C(=O)N(Cc3ccc(Cl)cc3)c3ccccc31)C(C#N)=C(N)O2 (stereo not given) | i | 2
Cc1ccsc1C1CC(=O)NC2=C1C(=O)CC(C)(C)C2 (stereo not given) | i | -0.02
Cc1ccc(NS(=O)(=O)c2cn(C)cn2)cc1 | i | 1
O=C(Nc1cccc([N+](=O)[O-])c1)c1ccc2ccccc2c1O | i | 0.18
c1ccc2c(c1)[nH]c1c(N3CCSCC3)ncnc12 | i | .
CCC(C)c1ccc(NC(=S)N2CCN(C(=O)C3CCCO3)CC2)cc1 (stereo not given) | i | -0.05
Cn1c(=O)c2c(nc(N/N=C/c3cccs3)n2Cc2ccc(Br)cc2)n(C)c1=O | i | 0.27
O=C(O)c1cnn2c(C(F)(F)F)cc(-c3ccccc3)nc12 | i | -0.62
OC(CN1CCOCC1)Cn1c2c(c3ccccc31)CCCC2 (stereo not given) | i | -1.8
O=C(NNC(=O)c1ccc2ccccc2c1O)Nc1ccc(F)cc1 | i | -0.67
C/C(=N\NC(=O)c1ccc(N2CCCC2=O)cc1)c1ccccc1 | i | -0.02
COc1ccc(OC)c(NC(=O)C(CC(=O)O)Cc2ccc(Cl)cc2)c1 (stereo not given) | i | 0.62
Cc1c(Cc2ccccc2)c(=O)oc2cc(OCC(=O)NCC3CCC(C(=O)O)CC3)ccc12 (stereo not given) | i | 1.1
Cc1ccc2c(CN(C)Cc3ccc(OC(F)F)cc3)cc(=O)oc2c1C | i | 0.56
CCOc1ccc2nc(Cl)c(CN(C(=O)c3cnccn3)C3CCCC3)cc2c1 | i | -1

Structural class: the entries above with two or more sulfur atoms.
SMILES | CHT inh | Kir21 block
O=C(Nc1ccccc1)C1=C(c2ccccc2)S(=O)(=O)CCS1(=O)=O | . | -1.6
CC1CCCN(C(=S)SCC(=O)O)C1 (stereo not given) | i | 0.97
CCNC(=S)NNC(=O)CSc1nc2ccccc2n1C | i | 0.18
Cn1c(Cn2c(=O)sc3ccccc32)nnc1SCC(=O)Nc1cccc(Cl)c1 | i | .
CCc1noc(C)c1C(=O)Nc1nc2ccc(S(C)(=O)=O)cc2s1 | i | 3.1

Following part:
SMILES | CHT inh | Kir21 block
CC(OC(=O)c1cnc2ccccc2n1)c1ccccc1Cl (stereo not given) | i | -0.16
COC(=O)CCN(C(=O)c1ccc([N+](=O)[O-])cc1)c1ccccn1 | i | 1.6
O=c1nc2ccc(Cl)cn2c2ccc(S(=O)(=O)N3CCOCC3)cc12 | i | -0.18
COc1cc(/C=N/n2c(-c3ccccc3)n[nH]c2=S)cc(OC)c1O | i | -0.04
CCc1ccc(CC)c(S(=O)(=O)Nc2ccc(C(=O)O)c(O)c2)c1 | i | 0.94
COc1cc(C(=O)N2CCc3ccccc32)ccc1OCc1c(C)noc1C | i | -0.91
CC(C)(C)c1ccc(C(=O)Nc2nnc(Cc3c[nH]c4ccccc34)s2)cc1 | i | -0.04
Cn1nnc(NC(=O)COc2ccc(C3CCCCC3)cc2)n1 | i | 0.58
COc1ccc(CNC(=O)c2ccc(Br)s2)cc1OC | i | 0.67
COC(=O)CSc1nnc(-c2cnccn2)n1C | i | 0.49
COc1ccc(N(CC(=O)N/N=C/c2cccc(OC)c2OC)S(=O)(=O)c2ccccc2)cc1 | i | 0.01
COCCCNC(=O)C1Cc2cc(S(=O)(=O)N3CCCC3)ccc2N1C(C)=O (stereo not given) | i | 2.1
COc1ccc(NC(=O)c2cc(S(=O)(=O)N3CCCC3)oc2C)cc1 | i | 0.48
CC(=O)NC1CCN(CC(=O)Nc2nccs2)CC1 | i | 0.04
COc1ccc(S(=O)(=O)N(C)CC(=O)N2CCN(Cc3ccccc3)CC2)cc1C | i | -0.63
COc1ccccc1NS(=O)(=O)c1cc(NC(=O)/C=C/c2cccs2)ccc1N1CCOCC1 | i | -0.22
COc1cccc(C(=O)NC2CCN(CC(=O)Nc3cccc(C)c3C)CC2)c1 | i | -1.1
Cc1noc(C(=O)Nc2ccc(F)c(Cl)c2)c1Cl | i | 0.4
N#CCSc1nnc(Cc2cccs2)n1C1CCCCC1 | i | -0.37
Cc1ccc(CN2C3=NCCCN3c3ccccc32)cc1 | i | .
COc1ccc(-n2ncc3c2CC(C)(C)CC3NC(=O)CCN2CCCCC2=O)cc1 (stereo not given) | i | -0.04
Cc1cc2nc(C3CCCN(C(=O)NCc4ccccc4)C3)[nH]c2cc1C (stereo not given) | i | -0.72
CC(c1ccco1)N(C(=O)c1ccccc1F)c1ccccn1 (stereo not given) | i | 0.78
Cc1ccc(S(=O)(=O)N2C(=O)/C(=C3\SC(=S)NC3=O)c3ccccc32)cc1 | i | -2.7
CC(Oc1ccc2ccc(=O)oc2c1)C(=O)N1CCOCC1 (stereo not given) | i | -0.18
CCn1cc(CN2CCCC(C(=O)c3ccc(-c4ccccc4)cc3)C2)cn1 (stereo not given) | i | -3
O=C1CCN(S(=O)(=O)c2ccc(Cl)cc2)CC1 | i | -0.6
COc1ccc(OC)c2sc(NC(=O)C3CC3)nc12 | i | 0.33
CC(C)c1nnc(SCC(=O)NC2CCCCC2)n1C | i | 1.2
CCOC(=O)C1CCN(C(=O)C2CCN(S(=O)(=O)c3ccc4c(c3)CC(C)N4C(C)=O)CC2)CC1 (stereo not given) | i | 0.72
CSc1ccccc1NC(=O)c1c(Br)cnn1C | i | 2.1
O=C(N=Nc1c(O)n(C2OC(=O)c3ccccc32)c2ccccc12)c1ccc(O)cc1 (stereo not given) | i | 0.85
CCOc1ccc2c(c1)c(N=NC(N)=S)c(O)n2C | i | -1.2
COc1ccc(NS(=O)(=O)c2cc(C(=O)Nc3ccccc3C(=O)O)ccc2C)cc1 | i | 0.47
CC(=O)Nc1ccc(-c2nn[nH]n2)cc1 | i | -1.8
CC(C)c1nn(-c2cc(C(F)(F)F)ccn2)c(=O)o1 | i | 0
O=C(CCC1CCCCC1)Nc1c[nH]c(=O)[nH]c1=O | i | 0.16
Cc1ccc(C)c2[nH]c(=O)c(CN(CCCN(C)C)C(=O)NCc3ccccc3)cc12 | i | 0.96
COc1ccc(OCC(=O)Nc2cccc3cccnc23)cc1 | i | -0.07
COc1cccc(NC(=O)N2C3CCCC2CC(NC(=O)C(C)(C)C)C3)c1 (stereo not given) | i | 1.2
CCOC(=O)c1cnc(-n2cc(C)cn2)nc1Nc1ccccc1OCC | i | -0.09
O=C(c1cc(S(=O)(=O)N2CCOCC2)ccc1F)N(CCc1ccccc1)Cc1ccccc1 | i | 0.04
Cc1ccc2[nH]c3nc(SCC#N)nnc3c2c1 | i | -1.6
CCOc1ccc(CNC(=O)CCCc2cn(C)c3ccccc23)cc1 | i | -0.87
CCOc1ccc(OCC)c(NC(=O)CN2CCN(c3cccc(C)c3)C(C)C2)c1 (stereo not given) | i | 0.15
Cc1ccc(C2N(c3nccs3)C(=O)C3CCCN32)cc1 (stereo not given) | i | -0.71
COc1cc(OC)nc(NC(=O)CN2CCN(c3ccc(F)cc3)CC2)n1 | i | -1.7
COc1cc(C2CC(=O)c3cnc(NC(=O)c4ccco4)nc3C2)cc(OC)c1OC (stereo not given) | i | 0.03
O=C1CCCN2N=C(SCC(=O)Nc3ccc(Br)cc3)SC2=N1 | i | -1.4
O=C(Oc1c(Br)cc([N+](=O)[O-])cc1Br)c1cccnc1 | i | 0.89
COc1ccccc1N1CCN(C2CCN(S(=O)(=O)c3ccc(NC(C)=O)cc3)CC2)CC1 | i | 1.5
CCn1cc(C(=O)OCC(=O)Nc2c(C)cccc2C)c(=O)c2ccc(C)nc21 | i | -0.55
CC1CC2(CCCCC2)N2C(=O)C(=O)c3cccc1c32 (stereo not given) | i | -0.94
COC(=O)c1cccc(N(C(=O)c2cnccn2)C(C(=O)NC2CCCCC2)c2cn(C)nc2C)c1 (stereo not given) | i | -0.48
O=C(NCc1ccccc1)c1ccc(/C=N/O)nc1 | i | 1.4
COc1ccccc1N(C)S(=O)(=O)c1ccc(C(=O)OCC(=O)N(C)c2ccccc2)cc1 | i | 0.7
COc1ccc(C(=O)COc2ncnc3cc(Cl)ccc23)cc1 | i | 0.06
O=C(NCc1ccco1)c1ccc2c(c1)N(Cc1ccccc1)CCS2 | i | -0.71
O=C(CSc1ccc(-c2ccccn2)nn1)NCc1ccc(F)cc1 | i | -1.5
COc1ccc(NC(=O)CSc2nnc(Cc3ccccc3)o2)c(OC)c1 | i | 1.1

(further entries)
SMILES | CHT inh | Kir21 block
COc1cc(S(=O)(=O)Nc2ccc(C(=O)NCC(=O)O)cc2)ccc1NC(C)=O | i | -0.96
O=C(O)/C=C/c1ccc(S(=O)(=O)Nc2ccc3[nH]c(=O)[nH]c3c2)cc1 | i | -1.8
O=C(O)C1Nc2ccc(OC(F)(F)F)cc2C2C=CCC12 (stereo not given) | i | -1.9
CCOC(=O)c1oc2ccccc2c1NC(=O)COC | i | 0.37
COc1ccc2cc(S(=O)(=O)N3CCOCC3)ccc2c1 | i | 0.53
O=C(Nc1cccc(O)c1)c1cc(-c2cccs2)on1 | i | 0.02
O=C(OC(C(=O)Nc1ccc(Cl)cc1C(F)(F)F)c1ccccc1)c1c(Cl)cccc1Cl (stereo not given) | i | -1.5
COC(=O)c1ccc2c(c1)SC1=C(CCCC1=O)N2 | i | -0.11
Cc1c(C(C)C)c(=O)n(-c2ccc(S(=O)(=O)NC3CCCCC3)cc2)n1C | i | -1.4
Cc1occc1C(=O)Nc1cnn(CCCC(=O)O)c1 | i | 2.6
CC(C)c1nc(SCC(=O)NC2CCCC2)c2c(=O)n(C)c(=O)n(C)c2n1 | i | -1
CC(C)(C)C(=O)N1CCN(c2nc3ccccc3o2)CC1 | i | 0.72
CCc1ccc(C(C(=O)NCc2ccc(F)cc2)N(C(=O)c2csnn2)C2CC2)cc1 (stereo not given) | i | 1.1
CCC(COC)NC(=O)CCc1nnc(Cc2cccc(C(F)(F)F)c2)o1 (stereo not given) | i | -1.2
Cc1cc(C)n2nc(CCCCc3nc4nc(C)cc(C)n4n3)nc2n1 | i | -0.36
O=C(C1=C(O)C(=O)N(CC2CCCO2)C1c1cccc(Cl)c1)c1ccco1 (stereo not given) | i | 0.64
